Screening data from PubChem.
UHRF1 MBD2 ctr: human UHRF1 methylated DNA binding inhibitors; 370,000 compounds, 0.75% hits; inhibition, % at 4.4 µM; UHRF1 binding to methylated oligo, TR-FRET; in the data active = inhibition above about 21%;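 also: UHRF1 SRA domain binding a hemimethylated CpG hairpin DNA probe; 0% = median of test compound wells and 100% = reference inhibitor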
ASAP1 GAP inh: ASAP1 ArfGAP inhibition | Q9ULH1 | ASAP1-stimulated ARF1 GTP hydrolysis, GDP FP detection | inhibition, % at 16.5 µM | 360,000 compounds, 0.19% hits | AID 624377; in the data active = inhibition above about 25%;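 also: 0% = vehicle with enzyme and substrate and 100% = no enzyme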
ARFGAP1 inhibitor: inhibitors of rat ARFGAP1. Arfgap1-stimulated ARF1 GTP hydrolysis, GDP FP detection. inhibition, % at 16.5 µM. 360,000 compounds, 0.26% hits. AID 651572;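 active = inhibition above a per-plate limit, mean inhibition of low control wells plus 3 SD, cut at about 25% in these data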;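 also: 0% = DMSO wells with enzyme and 100% = wells lacking Arfgap1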
Target sequence (Q62848 1-136 limits assumed): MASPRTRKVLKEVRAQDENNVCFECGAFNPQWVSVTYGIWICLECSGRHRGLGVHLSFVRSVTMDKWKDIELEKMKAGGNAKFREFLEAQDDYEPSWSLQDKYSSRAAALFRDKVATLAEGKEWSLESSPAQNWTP
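Assay system: purified rat His6-Arfgap1 residues 1-136 (GAP domain); Reagent: human Δ17 ARF1 bound to GTP; Dosing: 16.5 µM single point, 1.26% DMSO; Times: GTP hydrolysis reaction 2 h at 25 °C; Signal: FP, GDP Alexa 633 tracer displaced from anti-GDP antibody, 620/688 nm; Measure: % inhibition from polarization.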
Rev-erbA mod: modulates human Rev-erb alpha binding to DNA; P20393; Rev-erbα–FITC-DNA binding, fluorescence polarization, 90 min; activity, % at 10 µM; 370,000 compounds, 0.79% hits; AID 1259318;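 active = activity above about 14%, limit read from the data; passing the limit was not always enough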;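 also: 0% = DMSO wells with 35 nM protein and 100% = DMSO wells with 750 nM protein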
KLK7 zymogen act: activators of human kallikrein-7 zymogen. purified proKLK7, EDANS-DABCYL substrate fluorescence; 100% is mature enzyme control, 0% vehicle. activation, % at 7 µM. 370,000 compounds, 0.9% hits. AID 652039;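 active = activation above the mean of all tested compounds plus 3 SD, computed per campaign excluding outliers beyond control limits, cut at about 13% in these data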
Target sequence (P49862 whole entry, looked up): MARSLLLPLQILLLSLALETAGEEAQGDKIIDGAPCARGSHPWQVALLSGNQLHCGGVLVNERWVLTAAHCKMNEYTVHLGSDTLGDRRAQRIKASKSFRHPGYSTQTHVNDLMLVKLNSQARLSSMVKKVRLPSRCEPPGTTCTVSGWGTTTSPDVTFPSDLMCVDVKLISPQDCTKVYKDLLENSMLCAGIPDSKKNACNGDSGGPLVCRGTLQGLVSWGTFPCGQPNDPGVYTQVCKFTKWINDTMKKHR
sPLA2-III inh: Blocks human group III sPLA2 activity; Q9NZ20; QFRET BODIPY PC-A2 liposome hydrolysis, fluorescence; inhibition, % at 12.2 µM; 370,000 compounds, 0.56% hits; AID 743126;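 active = inhibition above mean plus 3 SD of compounds lying within the high and low control bounds, cut at about 19% in these data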;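 also: 0% = median of test compound wells and 100% = no enzyme DMSO wells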
Tn6 DDE FP: DD(E)-Tn6 binding inhibition, primary FP screen | Fibrin DD(E) TRITC-Tn6 fluorescence polarization displacement | inhibition, % at 8.3 µM | 370,000 compounds, 0.21% hits;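 active = inhibition above a per-campaign cutoff: mean of compounds within control limits plus 3 SD, cut at about 15% in these data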;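 also: 0% = median of all compound wells on the plate and 100% = blocking peptide control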
Target sequence (P02675 whole entry, looked up): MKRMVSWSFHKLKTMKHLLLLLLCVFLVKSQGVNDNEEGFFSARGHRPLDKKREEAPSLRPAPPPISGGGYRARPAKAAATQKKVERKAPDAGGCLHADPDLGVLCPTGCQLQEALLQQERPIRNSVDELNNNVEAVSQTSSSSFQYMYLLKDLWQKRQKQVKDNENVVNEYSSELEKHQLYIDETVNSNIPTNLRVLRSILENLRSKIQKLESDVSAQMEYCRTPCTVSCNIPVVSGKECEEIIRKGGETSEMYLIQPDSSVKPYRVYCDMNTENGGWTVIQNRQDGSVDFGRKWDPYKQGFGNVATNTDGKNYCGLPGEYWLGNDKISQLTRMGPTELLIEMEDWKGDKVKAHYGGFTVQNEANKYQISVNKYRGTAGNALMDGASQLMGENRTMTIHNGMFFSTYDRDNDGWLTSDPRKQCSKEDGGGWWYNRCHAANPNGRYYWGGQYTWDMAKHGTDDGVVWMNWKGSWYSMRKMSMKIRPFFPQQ
PLC-gamma1 inh: inhibitors of human phospholipase C gamma1. inhibition, % at 12.2 µM. 370,000 compounds, 0.84% hits. P19174. purified PLC-gamma1, fluorogenic substrate, fluorescence; in the data active = inhibition above about 9.5%
DDE Tn7 FP inh: inhibitors of Tn7 peptide binding to human fibrin DD(E) | P02675 | FP displacement of FITC-Tn7 peptide from fibrin DD(E); 0% = median of compound wells per plate | inhibition, % at 8.3 µM | 370,000 compounds, 0.13% hits | AID 720508;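 active = inhibition above the mean of compounds falling within the control limits plus 3 SD of them, cut at about 14% in these data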;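 also: 0% = plate median of compound wells and 100% = 10 µM Aha-Tn7 peptide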
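Also added: labelled Tn7 tracer, 0.1 µM; Assay system: human fibrin DD(E) protein; Amount: 2 µM fibrin DD(E); Schedule: 10 min compound pre-incubation, 3 h probe incubation at room temperature; Repeats: one replicate per compound; Read-out basis: percent inhibition; Measured by: fluorescence polarization of the labelled Tn7 tracer.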
PLCb3 inh: inhibitors of human phospholipase C beta3; Q01970; Purified PLC-beta3, fluorogenic substrate, fluorescence; inhibition, % at 12.2 µM; 370,000 compounds, 0.18% hits; AID 720704; in the data active = inhibition above about 11%;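 also: 0% = median of compound wells on plate and 100% = full blocker control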
Numbers without * were called inactive; i = inactive; · = not tested or not shown.

SMILES	UHRF1 MBD2 ctr	ASAP1 GAP inh	ARFGAP1 inhibitor	Rev-erbA mod	KLK7 zymogen act	sPLA2-III inh	Tn6 DDE FP	PLC-gamma1 inh	DDE Tn7 FP inh	PLCb3 inh
CN1CCN(CCc2nc3cc(NC(=O)COc4ccc([N+](=O)[O-])cc4)ccc3n2C)CC1	0	11	1	4	-0.1	4	9	6	-1	-6
CCN(CC)CCN1C(=O)C(=O)/C(=C(/O)c2c(C)[nH]c(C(=O)OC)c2C)C1c1ccccc1 (centres undefined)	-3	-9	-5	-2	0.9	-3	-5	1	0	1
CC(C)CCN(C(=O)CNC(=O)c1ccco1)C(C(=O)NC1CCCCC1)c1ccco1 (centres undefined)	-3	3	-3	-1	0.5	-3	-6	3	0	1
CC(NC(=O)COC(=O)COc1ccc(Cl)cc1)c1ccccc1 (centres undefined)	-4	4	6	-3	0.2	2	-1	-2	-1	4
CC1CN(S(=O)(=O)c2cccc(C(=O)OCC(=O)c3cccs3)c2)CC(C)O1 (centres undefined)	0	-3	2	4	0.0	-3	4	-1	-3	1
C[C@@H](CSc1ccccc1)CN1CC[C@H](C(C)(C)C)CCC1=O	-1	-11	5	7	0.6	2	7	0	-2	2
CCCCNC1=CC(=O)C(=O)c2ccccc21	-28	5	4	-3	-0.3	0	2	-10	-4	-7
CN(C)N1C(N)=C(C#N)C(c2ccsc2)C2=C1CCCC2=O (centres undefined)	-5	-21	-12	0	0.3	-12	2	-8	0	-5
CCN(Cc1cc2cc(C)ccc2[nH]c1=O)S(=O)(=O)c1ccccc1	3	-2	4	0	0.1	-11	-2	-1	3	-3
COC(=O)C1CN(Cc2cn(Cc3ccc(OC)cc3)nn2)CCS(=O)(=O)N1Cc1ccc(OC)cc1 (centres undefined)	7	·	·	-1	-0.1	10	-7	1	-3	-4
CCOC(=O)c1c(-c2ccc(C)o2)csc1NC(=O)CN1CCN(CC)CC1	1	15	6	-3	-0.7	-10	-8	-8	0	-8
Cc1nn(C)c(C(=O)Nc2ccn(Cc3c(F)c(F)cc(F)c3F)n2)c1[N+](=O)[O-]	1	-6	-3	-3	-0.6	2	3	-1	7	2
COc1ccc(Cc2nnc(NC(=O)c3ccco3)s2)cc1	1	7	-3	0	0.9	-1	-3	-6	-3	-6
CCCN(CCO)Cc1cccc(Br)c1	0	-6	-9	0	0.1	3	11	3	9	2
O=C(NC(=S)N(Cc1ccccc1)Cc1ccccc1)C1CCCCC1	0	9	-4	5	0.3	5	0	6	-11	3
Cc1cc2c(=O)oc(-c3ccc(F)cc3)nc2s1	2	13	0	-2	-0.1	1	-3	-21	0	-39
O=C1c2c(-c3ccc(Br)cc3)noc2CCN1Cc1cn(C2CCCC2)nn1	0	7	8	-2	0.1	8	1	1	3	-2
Cc1ccc(S(=O)(=O)N2CCC(C(=O)Nc3ccccc3N3CCCC3)CC2)cc1C	1	7	4	2	0.8	1	1	0	4	-8
Nc1cc(=O)[nH]c(SCc2csc(-c3ccccc3)n2)n1	0	1	-4	-1	0.2	2	-5	1	-1	0
CN(CC(=O)N1CCN(c2cccc(Cl)c2)CC1)S(=O)(=O)c1cccs1	0	-6	4	-2	0.7	-7	5	-2	1	-3
CC(=O)Nc1ccc(S(=O)(=O)NCc2ccc(C)cc2)cc1	2	-5	-9	-7	0.0	-2	3	1	1	-2
CSc1nc(Cl)c(C#N)c(-c2ccc(C)cc2)n1	2	1	-6	2	-0.1	3	1	-1	-2	-3
COc1cccc(CN2CCN(C(=O)c3cccc4ccccc34)CC2)c1	3	5	-5	3	0.8	-5	-6	1	-4	-7
Cc1ccc(-c2nn(-c3ccccc3)cc2CC(=S)N2CCOCC2)cc1	1	-6	13	1	0.5	8	-10	1	-3	-4
COc1ccc(-c2nc(C(=O)NCCCN3CCOCC3)cc3c2[nH]c2ccccc23)cc1OC	4	17	28*	-3	-3.3	-10	-14	-36	-7	-52
COc1ccccc1C(=O)NCC(=O)OCC(=O)N(CC(C)C)c1c(N)n(Cc2ccccc2)c(=O)[nH]c1=O	2	-5	6	2	0.7	-5	4	3	-4	6
CC(C)(C)C(=O)Nc1ncc(C(F)(F)F)cc1Cl	-2	0	-6	-3	-0.3	0	-1	-2	-9	2
O=C(O)c1cccc(NC(=O)c2ccccc2NC(=O)c2cccs2)c1	1	0	-14	-5	-0.3	-13	5	1	3	-1
Cc1ccc(C(=O)COC(=O)CCN2C(=O)C3C4C=CC(C5CC45)C3C2=O)cc1 (centres undefined)	-1	4	-6	0	-0.3	-7	6	-2	0	-10
CCCCn1c(N)c(N(CC(C)C)C(=O)c2cc(-c3ccc(OC)cc3)nc3ccccc23)c(=O)[nH]c1=O	4	-2	-11	3	2.9	8	2	-77	1	-104

In another format: results already given.
| molecule | UHRF1 MBD2 ctr | ASAP1 GAP inh | ARFGAP1 inhibitor | Rev-erbA mod | KLK7 zymogen act | sPLA2-III inh | Tn6 DDE FP | PLC-gamma1 inh | DDE Tn7 FP inh | PLCb3 inh |
| --- | --- | --- | --- | --- | --- | --- | --- | --- | --- | --- |
| COc1cccc(CN2CCN(C(=O)c3cccc4ccccc34)CC2)c1 | 3 | 5 | -5 | 3 | 0.8 | -5 | -6 | 1 | -4 | -7 |
| COc1ccccc1C(=O)NCC(=O)OCC(=O)N(CC(C)C)c1c(N)n(Cc2ccccc2)c(=O)[nH]c1=O | 2 | -5 | 6 | 2 | 0.7 | -5 | 4 | 3 | -4 | 6 |
| CSc1nc(Cl)c(C#N)c(-c2ccc(C)cc2)n1 | 2 | 1 | -6 | 2 | -0.1 | 3 | 1 | -1 | -2 | -3 |

Following part.
SMILES	UHRF1 MBD2 ctr	ASAP1 GAP inh	ARFGAP1 inhibitor	Rev-erbA mod	KLK7 zymogen act	sPLA2-III inh	Tn6 DDE FP	PLC-gamma1 inh	DDE Tn7 FP inh	PLCb3 inh
COc1cc(S(=O)(=O)N2CCCCC2)c(OC)cc1Br	1	-20	3	2	0.1	-5	5	-3	2	-6
CCSc1nc(O)cc(=O)[nH]1	-1	2	11	7	0.6	3	-6	2	4	-4
Cc1ccc(Cl)cc1N(CC(=O)N1CCCCCC1)S(C)(=O)=O	1	2	3	5	-0.3	-6	6	1	-4	1
O=c1cc(CN2CCN(S(=O)(=O)c3ccc4c(c3)OCCO4)CC2)c2ccc(O)cc2o1	-1	4	3	0	43*	-24	4	i	-4	i
COc1ccc(N(C(=O)c2cc3ccccc3oc2=O)C2C=CS(=O)(=O)C2)c(OC)c1 (centres undefined)	-2	-1	-2	-1	0.5	3	1	3	3	-7
Cc1ccc(C(=O)OCC(=O)NCCC2=CCCCC2)cc1N	-2	1	6	-2	-0.3	0	0	2	1	-4
Cc1noc(C)c1CSCC(=O)Oc1ccc(N(C)S(=O)(=O)c2ccc(Cl)cc2)cc1	-2	-5	6	-2	-0.3	-4	4	-1	1	-10
Fc1ccc(CSc2nnc(-c3ccncc3)o2)cc1	-1	16	1	-2	0.4	3	-5	-1	-2	-1
O=C(COC(=O)Cn1cnc2ccccc21)NCCc1ccc(Cl)cc1	1	-3	1	1	-0.2	6	6	1	0	1
CCOCCOC(=O)C1=C(C)N(C)C(=O)NC1c1ccccc1Cl (centres undefined)	4	-7	0	0	0.0	7	1	1	-1	-1
C=CCSC1=NC(=O)/C(=C/c2cccs2)S1	0	-3	0	-1	0.1	15	7	6	3	0
O=C(O)c1cc(S(=O)(=O)Nc2ccc3c(c2)OCCO3)c(Cl)cc1Cl	-1	5	0	3	0.1	-3	2	3	-6	3
O=C(Nc1ccccc1N1CCCCC1)c1ccc(-c2cccc(Cl)c2)o1	-1	14	6	-4	-0.2	3	3	13*	-2	2
COc1cc(C(=O)NNC(=O)c2ccc(S(=O)(=O)N3CCCCC3)cc2)cc(OC)c1OC	-2	5	2	-2	0.2	-9	1	2	-6	2
O=C(c1ccc(Br)o1)N(c1ccccn1)C1CCCCC1	-3	-8	14	-3	0.3	8	2	-2	0	6
CC1(C)CN(Cc2cccnc2)C(=O)[C@H]1CC(=O)Nc1ccc(Br)cc1	0	-1	-4	5	-0.6	0	2	4	-2	4
O=C(CSc1nccn1-c1cccc(Cl)c1)Nc1ccc2c(c1)OCCO2	-1	-8	17	3	0.4	1	-9	-1	6	-3
C=C1c2ccccc2O[C@H](C(=O)OCC)[C@H]1OC	1	3	14	-4	0.1	4	-1	-2	-4	1
CC(=O)c1ccc(S(=O)(=O)N2CCN(C(=O)CSc3ccc(F)cc3)CC2)cc1	-1	4	-7	-2	-0.2	-3	8	1	1	-6
COc1ccc(NC(=O)N(C)C[C@H]2Oc3c(NS(=O)(=O)c4cccs4)cccc3C(=O)N([C@H](C)CO)C[C@@H]2C)cc1	0	16	-14	-2	-13	-5	3	1	-3	-2
CCC[C@H]1[C@@H](NC(=O)c2cccc(C(F)(F)F)c2)CC[C@@]23CCCN2C(=O)CCC[C@@H]13	1	·	·	-6	·	2	2	-2	6	-2
CC(Sc1ncnc2sccc12)C(=O)Nc1ccc(S(=O)(=O)N2CCOCC2)cc1 (centres undefined)	-4	1	4	3	0.3	-13	-9	0	-5	-2
O=C(NCC(c1ccco1)N1CCN(c2ccccc2F)CC1)c1ccco1 (centres undefined)	1	-5	-7	-9	-0.7	7	3	-1	-4	-10
CCn1c(Cc2ccc(OC)cc2)nnc1SCC(=O)NC1CCCCC1	0	-20	-7	3	0.3	1	6	0	-1	2
CCC(NC(=O)Cc1c(C)c2cc3c(cc2oc1=O)OC(C)(C)CC3)C(=O)O (centres undefined)	1	9	5	8	7.4	5	0	-211	2	-276
CN(C)S(=O)(=O)c1cccc(C(=O)N2CCN(S(=O)(=O)c3ccc4c(c3)OCCO4)CC2)c1	-1	-2	-1	2	-0.3	-7	-6	1	4	3
Cc1ccc(C(=O)Nc2ccccc2C(=O)N2CC3(C)CC2CC(C)(C)C3)cc1 (centres undefined)	9	-9	0	-7	-0.2	-1	-7	1	0	3
CCCN(CCC)c1ncnc2nc[nH]c12	2	-6	5	2	0.0	5	-3	-2	8	-2
CCOC(=O)C1=C(O)C(=O)N(c2ccccc2)C1c1cccc([N+](=O)[O-])c1 (centres undefined)	1	3	-3	3	-0.2	-1	10	2	2	-6
CCC(C)C(NS(=O)(=O)c1ccc(C)cc1)C(=O)O (centres undefined)	3	3	5	7	-0.1	9	-1	-1	1	-1
CCCCn1c(=N)n(CC(=O)c2ccco2)c2ccccc21	-5	6	1	0	-0.2	-10	8	-20	7	-23
CSc1ccc(N2CCN(CCCNC(=O)Nc3ccccc3F)CC2)cc1	0	-5	0	2	-0.1	-3	-3	1	3	0
CC(CC(=O)O)CC(=O)Nc1ccccc1C(=O)O (centres undefined)	7	7	-6	3	0.0	5	0	0	2	-5
CCOc1ccc2c(CC)cc(=O)oc2c1OCC	-5	0	12	2	7.5	-3	-10	-284	4	-337
O=C(CCCc1ccccc1)NCc1ccc(Cl)cc1	2	0	-6	-7	0.8	-7	9	-2	3	-13
CCNc1ccc(C(=O)OCC(=O)NC(=O)NCC(C)C)cc1[N+](=O)[O-]	9	-16	9	-3	-0.2	-2	6	0	-6	-6
